Source: PubChem
HCMV inh: qHTS Assay for inhibitors of the human cytomegalovirus (HCMV); HFF cells, HCMV-luciferase reporter, 72 h; hits give low values; activity change, negative = inhibition, % at 57.5 µM; 410,000 tested, 4.5% active; in the data active = activity change below about -60%; inconclusive = no clear call, values can overlap the other calls; inactive = above about -39%
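Two compound doses tested in HFFs infected with HCMV-luciferase, MOI 1 PFU/cell, 72 h at 37C. Lysate luminescence read with OneGlo; data normalized against buffer-only and 10uM Salinomycin inhibitor controls.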
HCV inhibitor: qHTS Assay for Inhibitors of Hepatitis C Virus (HCV); Potency, µM (highest dose often 41.8 µM), for the others: top-dose activity change, negative = inhibition, usual class: inhibitors; Huh7.5.1 HCVcc-Cre infection, luciferase reporter, 44 h; 340,000 tested, 3.4% active; AID 651820, 2012; also: potency is read from the fitted curve at half-maximal effect
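Antiviral activity was scored by luciferase reporter output from cells infected with HCVcc-Cre (~0.5 moi) in presence of compound, 44 h infection period, cells seeded 1,000/well 4 h prior.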
AmpC inh detg: qHTS Inhibitors of AmpC Beta-Lactamase (assay with detergent); P00811; AmpC hydrolysis of nitrocefin, absorbance 480 nm, 0.01% Triton; Potency, µM (top dose mostly 114 µM), without a hit: at the top dose activity change, negative = inhibition, usual class: inhibitors; 370,000 tested, 0.041% active;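 also: potency is read from the fitted curve at half-maximal effect; 0% = no-compound wells and -100% = no-enzyme wells; nearly all actives have a fitted effect of over 25% in size; some results filed as inactive show a strong effect at the top dose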
Target sequence (P00811 whole entry, looked up): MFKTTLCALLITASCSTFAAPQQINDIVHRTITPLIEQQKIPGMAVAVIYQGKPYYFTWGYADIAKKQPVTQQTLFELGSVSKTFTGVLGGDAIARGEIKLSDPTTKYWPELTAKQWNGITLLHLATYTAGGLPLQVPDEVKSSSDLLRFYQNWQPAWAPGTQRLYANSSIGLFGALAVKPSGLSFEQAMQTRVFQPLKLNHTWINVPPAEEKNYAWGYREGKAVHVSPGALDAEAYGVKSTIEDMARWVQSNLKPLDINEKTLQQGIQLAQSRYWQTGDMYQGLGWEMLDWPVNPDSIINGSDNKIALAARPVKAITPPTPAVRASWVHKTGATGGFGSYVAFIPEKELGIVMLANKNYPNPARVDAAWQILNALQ
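20 mM phosphate pH 7.0 + 0.01% (detergent screen) or 0.0001% Triton X-100; 5.3 nM AmpC reagent; cpd preinc 15 min RT; nitrocefin (800 uM stock) to start; A480 q20 s × 4 min; Activity was normalised to no-enzyme and no-compound control wells.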
LmPK inh: qHTS Assay for Inhibitors of Leishmania Mexicana Pyruvate Kinase (LmPK). 290,000 tested, 0.37% active. purified LmPK, Kinase-Glo ATP luminescence, 1 h. Potency, µM (top dose mostly 57.5 µM), for inactives: top-dose activity change, negative = inhibition, actives largely listed as inhibitors. Q27686; also: potency is read from the fitted curve at half-maximal effect
Target sequence (Q27686 whole entry, looked up): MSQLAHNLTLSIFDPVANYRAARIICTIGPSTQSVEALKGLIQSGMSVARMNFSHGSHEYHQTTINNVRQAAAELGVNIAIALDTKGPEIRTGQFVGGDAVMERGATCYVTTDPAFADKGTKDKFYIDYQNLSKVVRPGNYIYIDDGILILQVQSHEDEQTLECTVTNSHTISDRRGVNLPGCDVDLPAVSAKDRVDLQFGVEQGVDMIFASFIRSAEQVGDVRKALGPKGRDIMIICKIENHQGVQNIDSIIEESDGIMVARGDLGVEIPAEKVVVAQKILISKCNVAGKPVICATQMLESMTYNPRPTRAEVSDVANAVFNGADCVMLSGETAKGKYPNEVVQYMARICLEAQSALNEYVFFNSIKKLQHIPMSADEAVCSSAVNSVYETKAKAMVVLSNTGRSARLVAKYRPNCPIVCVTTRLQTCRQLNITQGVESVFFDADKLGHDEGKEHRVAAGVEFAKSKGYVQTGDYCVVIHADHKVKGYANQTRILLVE
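0.1 nM LmPK, 0.5 mM PEP, 0.1 mM ADP; 50 mM imidazole pH 7.2, 7 mM MgCl2, 50 mM KCl; 1 h RT. Kinase-Glo luminescence readout, normalized to no-enzyme (full inhibition) and uninhibited wells.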
AmpC no deterg: qHTS Inhibitors of AmpC Beta-Lactamase (assay without detergent); 330,000 tested, 0.52% active; AmpC nitrocefin hydrolysis, absorbance 480 nm, 0.0001% Triton; Potency, µM (doses to about 57.1 µM), for the others: at the highest dose activity change, negative = inhibition, most hits filed as inhibitors; P00811;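 also: potency is read from the fitted curve at half-maximal effect; plate controls were no compound for no effect and no enzyme for full effect; nearly all actives have a fitted effect of over 20% in size; some results filed as inactive show a strong effect at the top dose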
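AmpC (5.3 nM in the dispensed reagent) in 20 mM phosphate pH 7.0 with 0.01% (detergent screen) or 0.0001% Triton X-100 was preincubated with compounds for 15 min at room temperature. Nitrocefin was then added from an 800 uM solution, and hydrolysis was followed at 480 nm.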
Tb PYK inh: qHTS of Trypanosoma Brucei Inhibitors; pyruvate kinase (Trypanosoma brucei), Q57TT1; TbPYK enzyme, Kinase-Glo Plus ATP luminescence, 45 min; Potency, µM (series often up to 76.8 µM), without a hit: at the top dose activity, negative = inhibition, hits mostly inhibitors; 410,000 tested, 0.12% active; also: potency is read from the fitted curve at half-maximal effect; nearly all actives have a fitted effect of over 50% in size
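Luminescent Kinase-Glo Plus end-point after 45 min room-temperature reaction of T. brucei pyruvate kinase started with 130 uM ADP (final). Buffer TEA 50 mM pH 7.2 with KCl, MgCl2, BSA, Tween-20; titration-based qHTS with fitted concentration-effect curves.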
AMA1-RON2 inh: qHTS for Inhibitors of AMA1-RON; Towards Development of Antimalarial Drug Lead: Primary Screen; 360,000 tested, 0.2% active; Potency, µM (highest dose often 58.2 µM), for inactives: top-dose activity change, negative = inhibition, actives largely listed as inhibitors; Plasmodium falciparum AMA1 (3D7) - RON2 peptide interaction; AID 720542, 2013; AlphaScreen AMA1-biotinylated RON2 peptide binding;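 also: potency is read from the fitted curve at half-maximal effect; 0% = vehicle wells and -100% = peptide control; nearly all actives have a fitted effect of over 45% in size; some results filed as inactive show a strong effect at the top dose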
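AMA1 (3D7) with his tag at 25 nM final met compounds first, then biotinylated RON2 peptide at 25 nM; detection used donor plus acceptor beads, 10 µg/mL apiece, read by AlphaScreen after 30 min at room temperature.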
The depositor's hits bear a star; ? = inconclusive; · = no result given; & = joins results of further samples; [ ] = dose if it differs, or a comment. Unless noted, calls follow the shape of the dose curve; as a rule, active = well fitted curve in the direction sought with a large enough effect; inconclusive = small, poorly fitted or top-dose-only effect, or another doubt; inactive = no such curve, though single readings can be large; an effect the other way counts as inactive or inconclusive. Unless noted, % is scaled to controls: 0 for no effect and ±100 for the full control effect.

SMILES	HCMV inh	HCV inhibitor	AmpC inh detg	LmPK inh	AmpC no deterg	Tb PYK inh	AMA1-RON2 inh
CCOc1ccccc1CNS(=O)(=O)c1cc(-c2cc(C)no2)ccc1C	-27	?	0%	-4%	-11%	-7%	-7%
COc1nccnc1NS(=O)(=O)c1ccc(NS(=O)(=O)c2ccc(NC(C)=O)cc2)cc1	12	-2%	?	2%	-10%	-1%	0%
O=C1C[C@@H]2c3c(cccc3CN1Cc1ccccc1Cl)C[C@@H](O)[C@H]2O	-8	4%	·	·	·	-8%	-2%
COC(=O)c1ccc(NC(=O)Nc2nnc(N(C)C3CCCCC3)s2)cc1	-5	·	-3%	·	·	-4%	·
Cc1cc(C)c(/C=C(\C#N)S(=O)(=O)c2ccccc2)[nH]1	-6	0%	0%	7%	-26%	-1%	-10%
O=C(NCCSc1ncc(-c2ccc(F)cc2)[nH]1)c1ccco1	-12	?	-12%	·	-3%	2%	-1%
O=C(Cn1nc(C(F)(F)F)c2c1CCCC2)Nc1ccc(Cl)cc1	-105*	·	18%	·	·	5%	·
N#C/C(=C/c1cc(Cl)c(O)c(Cl)c1)C(=O)N1CCCCC1	4	-20%	?	3%	-15%	2%	9%
NNC(=O)c1ccncc1	?	-4%&7%	-10%	-2%	-25%	0%&6%	25%
CC(C)(C)C(=O)NC(CC(=O)O)c1ccccc1 (stereo not drawn)	2	16%	-2%	-1%	-16%	0%	-10%
Cc1ccc(S(=O)(=O)Nc2cc(C)c(O)c(Sc3n[nH]c(C)n3)c2)cc1	-40	-2%	-10%	-6%	-59%	-17%	24%
CCCC(=O)Nc1cc(-c2nc3ncccc3o2)ccc1Cl	-10	-7%	5%	-5%	-17%	1%	-10%
O=C(CCl)NNC(=O)c1c(O)c2ccccc2[nH]c1=O	0	-8%	9%	0%	-19%	5%	15%
COC(=O)C1(C)NC(c2ccc(O)cc2)C2C(=O)N(c3ccc4c(c3)OCCO4)C(=O)C21 (stereo not drawn)	-73*	9%	-15%	0%	-22%	1%	22%
C=CCNC(=O)COc1cc(C)cc(C)c1C	20	3%	4%	1%	6%	-1%	-2%
COC(=O)C1C(=O)CC(C)(O)C(C(=O)OC)C1c1ccccc1F (stereo not drawn)	-14	-10%	?	-1%	-16%	0%	-15%
CC(C)c1nnc(NC(=O)CCC(=O)N2CCN(C3c4ccccc4-c4ccccc43)CC2)s1	-2	-11%	?	4%	-2%	-2%	1%[2.32 µM]
CCOc1ccccc1CN(CCc1ccc2c(c1)OCO2)Cc1cccc(OC)c1OC	-32	·	5%	·	·	-20%	·
Cc1ccc(S(=O)(=O)Cn2nnnc2CN2CCN(Cc3ccc4c(c3)OCO4)CC2)cc1	-29	-25%	-13%	4%	83%[activator]	-3%	-5%
O=C(NNS(=O)(=O)c1ccc(F)cc1)c1cc2ccccc2cc1O	-34	-7%	-9%	1%	-56%	3%	51%[activator]
COc1ccc(C2=CC(c3ccco3)n3ncnc3N2)cc1 (stereo not drawn)	·	-10%	-4%	-4%	-24%	-17%	25%
Cc1c(/C=N/O)c2ccccn2c1C(=O)c1ccc(F)cc1	-28	-8%	0%	-1%	-36%	1%	-5%
CC[C@H]1C2C[C@H]3[C@@H]4N(C)c5ccccc5C45C[C@H](C2[C@H]5O)N3[C@@H]1O (stereo partly drawn)	?	-4%	?	·	-26%	7%	-4%
Cc1ccc(NS(=O)(=O)c2cccc(C(=O)NCCCn3ccnc3)c2)cc1	-31	?	0%	·	-22%	0%	12%
COc1ccccc1OCC(=O)Nc1c2c(nn1-c1ccccc1)CS(=O)(=O)C2	12	-7%	-7%	-3%	-21%	2%	-8%
O=C(NC12CC3CC(CC(C3)C1)C2)N1CCC(O)(c2ccc3c(c2)OCO3)CC1	10	-13%	-11%	9%	-11%	-1%	14%
COC(=O)c1ccccc1S(=O)(=O)N1CCC(c2nc3ccccc3o2)CC1	-16	0%	?	-5%	25%	4%	-12%
COc1cccc(CNC(=O)Cc2c(C(=O)O)[nH]c3ccccc23)c1	6	8%	?	3%	-14%	1%	4%
CC(=O)Nc1cc(NC(=O)C2C3C=CC(C3)C2C(=O)O)ccc1Cl (stereo not drawn)	6	18%	-12%	0%	-16%	1%	-13%
CC1(C)Cc2nc3sc(C(=O)NCCCO)c(N)c3cc2CS1	2	2%	7%	0%	45%	1%	-15%

3 compounds already listed, arranged by molecular weight, low to high:
SMILES	HCMV inh	HCV inhibitor	AmpC inh detg	LmPK inh	AmpC no deterg	Tb PYK inh	AMA1-RON2 inh
COc1ccc(C2=CC(c3ccco3)n3ncnc3N2)cc1 (stereo not drawn)	·	-10%	-4%	-4%	-24%	-17%	25%
O=C(NC12CC3CC(CC(C3)C1)C2)N1CCC(O)(c2ccc3c(c2)OCO3)CC1	10	-13%	-11%	9%	-11%	-1%	14%
COc1ccccc1OCC(=O)Nc1c2c(nn1-c1ccccc1)CS(=O)(=O)C2	12	-7%	-7%	-3%	-21%	2%	-8%

The list goes on:
SMILES	HCMV inh	HCV inhibitor	AmpC inh detg	LmPK inh	AmpC no deterg	Tb PYK inh	AMA1-RON2 inh
CCOC(=O)c1ccccc1Nc1cc(C)nc2nc(-c3ccco3)nn12	44	·	10%	·	·	4%	·
Cc1ccc2c(c1)-c1onc(C(=O)N3CCN(c4cccc(C)c4C)CC3)c1CO2	10	·	17%	·	·	-2%	·
COc1ccc(C(=O)NCCN2C(=O)S/C(=C\c3cccnc3)C2=O)cc1[N+](=O)[O-]	-26	-29%	1%	0%	-16%	7%	-12%
N/C(=N\OC(=O)c1cccs1)c1cccc([N+](=O)[O-])c1	20	9%	-6%	-10%	-9%	-4%	11%
COc1cc2cc(CN(CCCN3CCOCC3)Cc3nnnn3Cc3ccccc3)c(=O)[nH]c2cc1OC	-30	17%	-4%	1%	97%[activator]	-10%	-10%
CCOC(=O)Cc1ccc(NC(=O)N2CC(CC)Oc3ccccc32)cc1 (stereo not drawn)	48	·	20%	·	·	-5%	·
C=CCNC(=S)NNC(=O)c1ccc(OCCC)cc1	-19	-2%	-1%	1%	-19%	0%	2%
Clc1ccc2c(c1)C(c1ccccc1Cl)=NCc1nnc(Br)n1-2	-34	0%	-1%	-1%	70%[activator]	1%	-13%
CC(=O)OCC1OC(Nc2cccc(C)c2)C(OC(C)=O)C(OC(C)=O)C1OC(C)=O (stereo not drawn)	-25	0%	5%	-2%	50%	10%	9%
COc1ccccc1C1NC(=O)NC(C)=C1C(=O)OC1CCCC(C)C1 (stereo not drawn)	?	?	?	0%	-11%	2%	4%
CCN1CCN(C(=O)C2(NC(=O)Nc3cccc(F)c3)CCCCC2)CC1	15	21%	-5%	-2%	-27%	3%	-2%
COc1ccc(-c2noc(CCCC(=O)Nc3cccnc3)n2)cc1OC	-13	-6%	-3%	7%	-11%	8%	?
C/C(=N/NC(=O)c1ccc(O)cc1)c1cccc([N+](=O)[O-])c1	39	1%	-12%	0%	-18%	-8%	-9%
Cc1cc(C)n(-c2nc(C)nc(NCc3ccccc3)n2)n1	-19	-5%	-3%	4%	-2%	-19%	-8%
CC1CCCN(CCCNC(=O)C2CC(=O)N(c3ccc(F)c(Cl)c3)C2)C1 (stereo not drawn)	33	?	2%	2%	-8%	0%	-4%
CC(C)c1nc2oc3c(NCc4cccnc4)ncnc3c2c2c1CCC2	-11	7.1µM*	-18%	1%	15%	-5%	3%
CC(=O)NC(Cc1ccc(N(CCCl)CCCl)cc1)C(=O)NC(C(=O)O)C(C)C (stereo not drawn)	4	-11%	2%	0%	-6%	-5%	-15%
Clc1ccc(Cc2noc(Cc3ccccc3)n2)cc1Cl	7	16%	?	0%	-31%	-1%	24%
CCOC(=O)C1(Cc2ccccc2Cl)CCN(S(C)(=O)=O)CC1	11	23%	-1%	0%	91%[activator]	0%	7%
N#Cc1ccc(NC(=O)CN2C(=O)NC3(CCCC3)C2=O)cc1Cl	-20	-7%	-6%	-1%	-28%	-3%	12%
COc1ccc(NC(=O)CN2CCN(Cc3ccccc3)S2(=O)=O)c(OC)c1	20	·	13%	·	·	4%	·
COc1ccc(/C=C/C(=O)OCC(=O)NC2CCCC2)c(OC)c1	-7	-6%	-1%	·	-17%	0%	-10%
COCCCn1c(-c2cccc(Cl)c2)nc2c1c(=O)[nH]c(=O)n2Cc1ccccc1	-32	-26%	6%	-1%	-22%	-2%	-9%
Cc1onc(-c2ccccc2Cl)c1C(=O)Nc1cccc2nsnc12	3	?	-14%	-7%	-31%	-4%	14%
COc1ccc(N2CCn3c2nc2c3c(=O)n(CCCc3ccccc3)c(=O)n2C)c(OC)c1	-90*	14µM*	?	2%	44%	-13%	12%
O=C(CCS(=O)(=O)Cc1ccc(Cl)cc1)NCCCN1CCOCC1	9	9%	-2%	-1%	-12%	-2%	4%
COC(=O)c1ccc(OC(=O)/C=C/c2ccco2)cc1	15	14%	-6%	-11%	-6%	-5%	-8%
O=C(NCc1ccccn1)c1cc2ccccc2oc1=O	27	4%	-10%	-4%	-9%	-1%	7%
Cc1ccc(C(=O)NNC(=S)NC(=O)c2ccccc2)cc1	-85*	?	·	·	·	-12%	40%[activator]
CCc1ccc(OCC(=O)NNC(=O)Cc2c(F)cccc2Cl)cc1	-14	25%	-13%	·	-13%	4%	52%[activator]
COC(=O)c1ccc2nc(-c3ccccc3)c(Cc3ccccc3OC)n2c1	7	·	·	·	·	2%	17%
Cc1sc(NC(=O)CSc2nnc(-c3ccc(F)cc3)o2)c(C#N)c1C	9	-13%	?	0%	-30%	2%	10%
CCCNC(=O)C(CC)NC(=O)c1cccc([N+](=O)[O-])c1 (stereo not drawn)	12	1%	-6%	·	-2%	-1%	-3%
CCN(CC)c1ccc(NC(=O)c2ccc(Br)o2)cc1	75	-23%	-14%	-29%	-16%	-21%	?

Entries of single compounds, quoted from the list. Screens in order: HCMV inh, HCV inhibitor, AmpC inh detg, LmPK inh, AmpC no deterg, Tb PYK inh, AMA1-RON2 inh
`CCN(CC)c1ccc(NC(=O)c2ccc(Br)o2)cc1` is listed as 75, -23%, -14%, -29%, -16%, -21%, ?
`COC(=O)c1ccc2nc(-c3ccccc3)c(Cc3ccccc3OC)n2c1` is listed as 7, ·, ·, ·, ·, 2%, 17%
`CCCNC(=O)C(CC)NC(=O)c1cccc([N+](=O)[O-])c1` (stereo not drawn) is listed as 12, 1%, -6%, ·, -2%, -1%, -3%
